Bioassay records (PubChem BioAssay)
IDE inh = inhibitors of human insulin-degrading enzyme in cells | HEK cells, FAbetaB cleavage, fluorescence polarization | AID 434962 | 320,000 tested, 0.41% active | P14735 | inhibition, % at 5.59 µM;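 active means percent inhibition above the average of all tested compounds plus 3 SD, set per screening campaign, cut at about 16% in these data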;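 further: IDE supplied by intact live HEK cells; FP after avidin binding of uncleaved biotin substrate so inhibition keeps polarization high; 0% = DMSO wells and 100% = 60 µM reference IDE inhibitor Ii1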
Target sequence (P14735 whole entry, looked up): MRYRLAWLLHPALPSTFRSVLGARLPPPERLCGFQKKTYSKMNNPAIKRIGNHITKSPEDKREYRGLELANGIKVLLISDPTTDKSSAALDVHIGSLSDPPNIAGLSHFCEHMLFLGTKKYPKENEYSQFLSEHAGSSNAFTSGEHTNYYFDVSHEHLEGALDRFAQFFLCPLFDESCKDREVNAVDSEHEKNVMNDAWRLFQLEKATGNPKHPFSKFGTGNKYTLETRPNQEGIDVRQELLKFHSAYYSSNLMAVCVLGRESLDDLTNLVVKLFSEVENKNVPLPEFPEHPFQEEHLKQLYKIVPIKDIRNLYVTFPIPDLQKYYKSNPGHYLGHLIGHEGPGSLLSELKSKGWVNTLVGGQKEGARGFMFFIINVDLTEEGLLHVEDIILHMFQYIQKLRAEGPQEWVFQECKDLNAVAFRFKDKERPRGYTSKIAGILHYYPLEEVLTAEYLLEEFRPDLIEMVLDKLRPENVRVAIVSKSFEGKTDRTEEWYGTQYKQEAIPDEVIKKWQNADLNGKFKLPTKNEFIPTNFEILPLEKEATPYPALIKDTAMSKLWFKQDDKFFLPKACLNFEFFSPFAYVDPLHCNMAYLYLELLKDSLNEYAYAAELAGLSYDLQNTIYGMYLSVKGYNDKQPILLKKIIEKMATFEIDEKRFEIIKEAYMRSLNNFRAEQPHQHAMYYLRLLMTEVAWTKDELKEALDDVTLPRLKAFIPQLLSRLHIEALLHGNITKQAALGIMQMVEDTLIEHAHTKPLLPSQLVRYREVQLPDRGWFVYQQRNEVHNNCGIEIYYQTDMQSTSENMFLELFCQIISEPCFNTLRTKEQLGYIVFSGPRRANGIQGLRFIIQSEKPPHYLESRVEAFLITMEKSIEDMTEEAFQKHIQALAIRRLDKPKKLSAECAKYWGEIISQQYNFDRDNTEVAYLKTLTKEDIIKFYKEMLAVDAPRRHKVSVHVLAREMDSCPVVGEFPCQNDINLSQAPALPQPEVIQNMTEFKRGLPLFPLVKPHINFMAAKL
PfM18AAP inh = blocks P. falciparum M18 aspartyl aminopeptidase; recombinant PfM18AAP, H-Glu-NHMec fluorogenic cleavage; inhibition, % at 7.35 µM; 290,000 tested, 1.2% active;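 active means inhibition above the campaign mean inhibition over all tested compounds plus 3 SD, cut at about 28% in these data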;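 further: 0% = plate median of test compound wells and 100% = 2 mM ZnCl2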
VIM-2 inhibitor = inhibitors of Pseudomonas aeruginosa VIM-2 metallo-beta-lactamase | purified VIM-2, nitrocefin hydrolysis, epi-absorbance fluorescence | inhibition, % at 5.6 µM | 290,000 tested, 0.89% active | AID 1527;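 active means inhibition above the mean of all tested compounds plus 3 SD, cutoff set per screening run, cut at about 7.5% in these data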;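 further: red hydrolysis product quenches plate fluorescence so inhibitors raise well fluorescence; 0% = enzyme with DMSO and 100% = DMSO without enzyme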
DNA FID counter = fluorescent intercalator displacement, NS3 helicase counter-screen; DNA fluorescent intercalator displacement, fluorescence; inhibition, % at 7.9 µM; 290,000 tested, 0.17% active; AID 1845; in the data active means inhibition above about 37%;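 further: 0% = vehicle and 100% = reference compound; higher means more ethidium bromide displaced from hairpin DNA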
IMP-1 inhibitor = blocks Pseudomonas aeruginosa IMP-1 metallo-beta-lactamase. purified IMP-1, nitrocefin hydrolysis, epi-absorbance fluorescence. inhibition, % at 5.6 µM. 290,000 tested, 0.45% active;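 active means inhibition above the mean plus 3 SD of all compounds in the same screening run, cut at about 4.5% in these data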;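 further: 0% = IMP-1 with DMSO and 100% = DMSO wells lacking enzyme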
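System: purified recombinant IMP-1 beta-lactamase. Medium: Zinc- and detergent-supplemented HEPES buffer, pH 7.1. Compound: one 5.6 µM dose […]. Schedule: 15 min preincubation plus 25 min reaction at 25 °C. Technique: Epi-absorbance fluorescence, 480 nm excitation, 530 nm emission.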
p-CIP stab down = compounds decreasing mouse p/CIP protein stability | decrease of EGFP signal, % at 10 µM | Q05BA5 | 290,000 tested, 0.01% active | F442A p/CIP-EGFP cells, EGFP fluorescence, 16 h | AID 1984;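 active means EGFP signal decrease of at least 30% at 10 µM or well 3 SD below plate mean, unless failing retest; inactive means the rest, including hits failing retest or dose response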; further: some compounds called inactive have numbers as strong as hits; many of its hits are not listed in these tables
IDE act = boosts human insulin-degrading enzyme activity in HEK cells | P14735 | FAbeta-B cleavage, fluorescence polarization; 0% vehicle, 100% cell-free pure enzyme wells | activation, % at 5.96 µM | 340,000 tested, 0.073% active | AID 493087;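 active means activation above the mean of all tested compounds plus 3 SD, set per screening campaign, cut at about 17% in these data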
NS3 helicase inh = HCV NS3 helicase inhibition; NS3 helicase DNA unwinding, Cy5 molecular beacon fluorescence; inhibition, % at 10.9 µM; 290,000 tested, 0.56% active;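 active means inhibition above the mean of all tested compounds plus 3 SD, set per campaign, cut at about 35% in these data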;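 further: 0% = DMSO wells and 100% = thioflavine S control wells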
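assay system = NS3 helicase fragment of HCV | buffer or medium = MOPS pH 6.5, MgCl2, DTT, Tween20, BSA | timing = 60 min unwinding reaction at 25 °C after ATP addition | signal = Cy5 beacon fluorescence read at start and 1 h | read-out basis = % inhibition of unwinding | control set = low DMSO, high thioflavine S at 110 µM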
UBC9 SUMO inh = SUMOylation inhibition. HTRF SUMOylation assay, SAE1/SAE2 + UBC9, in vitro. inhibition, % at 35 µM. 290,000 tested, 0.36% active; in the data active means inhibition above about 50%, passing the limit was not always enough; further: strong numbers were not always called active
An asterisk follows results filed as active; nt = not tested or not shown. This is a random part of the collection; any-hit rate near 3.6%.

SMILES	IDE inh	PfM18AAP inh	VIM-2 inhibitor	DNA FID counter	IMP-1 inhibitor	p-CIP stab down	IDE act	NS3 helicase inh	UBC9 SUMO inh
Cc1ccc(S(=O)(=O)n2ccc(=O)[nH]2)cc1	0.0	-1.1	0.4	-0.6	-2.9	3.4	-0.2	1.0	-4.2
COC(=O)CCN(C(=O)c1cccc([N+](=O)[O-])c1)c1ccccn1	-6.0	-6.1	-0.4	14.8	-2.7	-2.7	4.3	11.5	-6.5
O=C(CSc1nc(-c2ccccc2)ns1)NCC1CCCO1 (stereo unspecified)	2.3	34.7*	-2.5	-14.3	-2.8	-5.6	1.2	12.1	10.3
CCOc1ccc(NC(=O)c2ccccc2NS(=O)(=O)c2ccc(F)cc2)c([N+](=O)[O-])c1	6.5	-3.9	-2.5	-3.7	-2.6	0.0	-1.6	-39.1	-11.0
COc1ccccc1CNC(=O)C(C)n1cccc1C(=O)c1ccccc1 (stereo unspecified)	4.1	-1.5	-3.5	-50.9	-0.7	0.5	-4.3	6.6	nt
O=C(NCc1ccccc1)C1=C[C@H](C2CCCCC2)C[C@H](OCc2ccc(CO)cc2)O1	1.5	-12.6	3.2	-4.4	1.6	-8.1	3.1	1.5	-11.7
CO/N=C/c1ccc(Sc2ccccc2)c([N+](=O)[O-])c1	-1.8	-0.8	-2.3	0.4	-4.3	-1.7	0.5	-0.9	3.4
O=C(NCCc1c[nH]c2ccccc12)C(=O)NCC(c1cccnc1)N1CCN(c2ccccc2)CC1 (stereo unspecified)	0.3	-8.8	-0.7	-38.2	-3.6	-19.0	1.8	-20.1	11.0
O=C(NCCCN1CCOCC1)C1(c2ccccc2)CCOCC1	7.9	-2.6	-3.2	-0.1	-1.3	16.2	0.5	3.2	9.7
Cc1ccc(Sc2c(O)c3ccccc3n(C)c2=O)cc1	nt	13.1	0.5	-12.8	1.7	-13.5	1.2	2.8	-5.2
CCC(Oc1ccccc1)C(=O)N1CCN(C(=O)C(CC)Oc2ccccc2)CC1 (stereo unspecified)	0.5	-3.7	-3.1	-16.5	-2.3	12.1	-1.2	0.4	-7.4
CCCCn1c(CCC)nc([N+](=O)[O-])c1Sc1ccc(Cl)cn1	1.6	6.8	-2.1	-22.1	-4.4	-9.3	3.4	3.1	-21.4
Nc1cccc2[nH]c(C(F)(F)F)nc12	-4.2	0.9	2.6	7.2	14.9*	-1.0	-5.9	11.7	-3.4
Cc1nn(Cc2ccc(F)cc2)c(C)c1NC(=O)c1cccnc1Cl	4.3	9.1	1.0	-2.3	-0.9	-12.6	1.3	-0.8	18.1
CC12Cc3ccc4ccccc4c3C=C1C[N+](C)(C)C2 (stereo unspecified)	1.7	-10.4	-2.0	4.7	-3.3	-7.8	5.4	6.2	22.5
O=C(Nc1nc2ccc(Cl)cc2s1)[C@@H]1CCCN1C(=O)c1cccs1	0.6	0.3	-2.0	3.0	0.5	-9.5	-1.2	-16.9	12.4
CC1CCCN(C(=O)CSc2nnc(-c3ccncc3)n2C)C1 (stereo unspecified)	-4.1	-8.4	2.0	6.6	-0.6	12.0	7.5	-17.4	2.4
Cn1c(SCC(=O)NC2CCCCC2)nnc1-c1ccc(N)cc1	1.2	0.3	-2.3	9.4	-3.9	-5.4	-2.2	11.1	4.4
NS(=O)(=O)c1ccc(NCc2cc(Cl)ccc2OCc2ccccc2F)cc1	-5.0	8.5	-0.2	-10.8	-2.4	-4.5	1.6	-17.5	-17.9
Cc1ccc(C(=O)Nc2ccnc(-c3cccnc3)n2)cc1	0.0	3.4	-5.8	0.6	-3.6	3.7	1.0	-2.1	8.5

Reformatted bar-delimited: part of the list above.
Molecule | IDE inh | PfM18AAP inh | VIM-2 inhibitor | DNA FID counter | IMP-1 inhibitor | p-CIP stab down | IDE act | NS3 helicase inh | UBC9 SUMO inh
Nc1cccc2[nH]c(C(F)(F)F)nc12 | -4.2 | 0.9 | 2.6 | 7.2 | 14.9* | -1.0 | -5.9 | 11.7 | -3.4
Cc1nn(Cc2ccc(F)cc2)c(C)c1NC(=O)c1cccnc1Cl | 4.3 | 9.1 | 1.0 | -2.3 | -0.9 | -12.6 | 1.3 | -0.8 | 18.1
CC12Cc3ccc4ccccc4c3C=C1C[N+](C)(C)C2 (stereo unspecified) | 1.7 | -10.4 | -2.0 | 4.7 | -3.3 | -7.8 | 5.4 | 6.2 | 22.5

The list goes on.
SMILES	IDE inh	PfM18AAP inh	VIM-2 inhibitor	DNA FID counter	IMP-1 inhibitor	p-CIP stab down	IDE act	NS3 helicase inh	UBC9 SUMO inh
CC(C)C(NS(=O)(=O)c1c(Cl)cccc1Cl)C(=O)OCC(=O)c1c[nH]c2ccccc12 (stereo unspecified)	1.8	-10.8	0.5	-4.6	1.4	-5.5	10.3	-25.2	-28.7
CCOC(=O)N1CCN(C(=O)CSc2ccc(Cl)cc2)CC1	4.1	-5.9	-3.7	-20.6	-4.5	-7.3	0.5	0.3	31.6
N#Cc1cc(C(=O)c2cc(F)ccc2O)cn(-c2nccs2)c1=O	33.1*	-5.0	2.0	-4.9	-0.9	-27.3	-42.5	22.3	20.0
Nn1cc(-c2ccccc2)nc1SCC(=O)NCC(F)(F)F	2.7	-7.0	-1.4	-6.4	-1.3	-3.9	0.0	1.1	-4.2
COc1ccc(C2C(C(C)=O)=C(O)C(=O)N2c2nc3ccccc3s2)cc1OC (stereo unspecified)	-4.6	33.8*	0.8	-33.6	0.1	-6.0	-3.3	0.2	6.8
CN(C)c1ccc(/C=N/NC(=O)c2ccnn2C)cc1	0.9	-9.6	0.2	-1.5	-2.1	-5.3	0.2	-5.1	-8.6
O=C(Nc1ccc2nc3n(c(=O)c2c1)CCCC3)c1ccccc1F	1.9	0.1	-1.4	-9.1	-2.8	-4.9	-0.8	10.6	2.7
COc1ccc(C(=O)Nc2nnc(SCC(=O)Nc3ccc(NC(C)=O)cc3)s2)c(OC)c1	-0.5	-15.0	-2.0	-10.9	-2.2	-1.8	3.9	-8.5	17.9
CC(CC(=O)Nc1ccc(F)c([N+](=O)[O-])c1)c1ccccc1 (stereo unspecified)	-1.8	-7.5	0.6	5.8	-0.4	-0.8	5.0	-2.7	-8.1
O=S(=O)(Cc1ccc(Cl)cc1)N1CCN(c2ncccn2)CC1	-3.5	0.5	-0.7	-22.6	-2.2	5.6	4.0	-0.4	12.6
O=C(O)c1ccc(N/N=C/c2ccc(-c3ccccc3Cl)o2)cc1	2.5	-1.6	-0.5	-16.1	0.2	-16.9	-2.4	11.5	19.3
Cc1cc(NC(=O)CCCC(=O)Nc2ccc(F)cc2)no1	-0.4	-6.3	0.4	0.6	-2.0	-4.0	3.5	-3.2	-3.1
O=C(CCC1CCCN(C(=O)C2=CCCCC2)C1)N1CCN(c2ccccn2)CC1 (stereo unspecified)	2.6	2.6	-2.8	-30.4	-3.0	-9.6	-4.9	3.6	18.0
CCCN(CCC)S(=O)(=O)c1cccc(C(=O)N=c2sccn2C)c1	3.8	-1.6	-3.7	-28.0	-4.8	-51.6	-3.2	-1.3	-5.6
COC(=O)c1c(NC(=O)c2ccco2)sc(C(=O)Nc2ccc(F)cc2)c1C	-3.5	5.4	-1.8	0.8	-0.9	-2.6	-0.1	-1.2	20.9
Cc1ccc(C)c(N2CCN(S(=O)(=O)c3c(C)[nH]c(C)c3C(=O)N3CCCC3)CC2)c1	-1.3	1.6	-1.2	-28.9	-1.7	3.6	2.3	5.1	-1.0
COCCn1nnnc1C(c1ccc(OC)c(OC)c1)N1CCN(C(=O)c2ccco2)CC1 (stereo unspecified)	-3.7	-9.9	-1.1	-14.5	-2.3	-12.2	6.6	-4.8	21.5
CCCc1nc2sc3c(=O)n(N)cnc3c2c2c1COC(C)(C)C2	3.5	-2.5	1.0	-0.7	0.2	-15.7	nt	-4.2	-0.1
O=C(COc1ccc(C(=S)N2CCOCC2)cc1)Nc1ccccc1C(F)(F)F	-3.4	7.1	-0.9	-28.7	-1.5	2.8	6.7	7.6	-4.6
O=C1NC(c2ccccn2)Nc2sc3c(c21)CCC3 (stereo unspecified)	9.3	13.3	-2.4	-2.0	-3.0	3.5	1.8	1.1	6.9
COCCCNC(=O)c1ccc([N+](=O)[O-])cc1	4.8	-1.4	-3.4	0.1	-1.7	9.3	-0.7	-11.2	3.9
CCc1nnc(NC(=O)c2cccc(NC(=O)C(C)C)c2)s1	4.5	-0.8	-2.6	-7.0	-2.7	-4.6	-2.1	9.6	-7.9
O=C(Cn1nc(-c2cccc([N+](=O)[O-])c2)c2ccccc2c1=O)NCC1CCCO1 (stereo unspecified)	-2.0	2.0	0.2	-14.2	-1.4	4.5	-0.5	5.0	4.8
Cn1cc(CNC(=O)c2ccc(OC3CCN(Cc4ccccn4)CC3)cc2)cn1	9.2	8.4	-3.5	-5.6	-4.2	-2.3	5.8	11.3	-3.3
CCOc1ccccc1CNS(=O)(=O)c1ccc2c(c1)oc(=O)n2C	-0.9	-0.5	-3.9	-3.1	-4.1	-14.3	5.0	2.4	15.5
O=C(CSc1nnc2ccc(-c3ccc(F)cc3)nn12)N1CCCC1	8.4	-3.3	-1.0	-12.3	-2.1	-5.5	1.4	11.3	23.6
CS(=O)(=O)c1ccc(Cl)c(NC(=O)CCNC(=O)c2ccco2)c1	-1.0	-4.8	-2.5	-5.8	-1.5	-4.9	4.8	4.6	6.9
CS(=O)(=O)N1CCC(C(=O)Nc2ccc(Cl)c(Cl)c2)CC1	-2.6	-12.6	0.8	5.8	-1.3	0.6	nt	-8.4	-10.2
Nn1c(SCC(=O)N2CCOCC2)nnc1-c1ccco1	-0.7	4.6	-2.1	-4.8	-0.3	0.6	-1.7	8.9	25.8
Cc1cc(=O)n2c3c(cccc13)CCC2	-5.2	-3.6	5.8	-9.3	-0.1	-3.7	2.2	-2.0	18.3
CCCC(=O)Nc1ccc(-c2nc3cc(C)c(C)cc3o2)c(O)c1	6.7	-5.1	-4.6	0.7	-3.8	-13.8	-3.2	5.5	16.7
Cc1ccc(NC(=O)COC(=O)C2CSC3(C)CCC(=O)N23)cc1S(=O)(=O)N1CCOCC1 (stereo unspecified)	4.7	4.3	-2.6	-22.3	-2.5	-8.9	3.8	-3.7	9.1
Cc1ccc(NC(=O)CSc2nnc(-c3ccncc3)o2)cc1C	-5.1	-8.2	-1.8	-1.7	-2.8	4.1	nt	23.8	12.5
CCN(CC(=O)Nc1ccc(NC(C)=O)cc1)C(=O)CCN1C(=O)c2cccc([N+](=O)[O-])c2C1=O	1.8	-0.2	0.5	-0.2	-1.4	-3.7	5.2	2.4	1.2
Cc1noc(C)c1-c1nc(CSc2ccccc2)no1	-3.1	-4.9	-1.0	-5.5	-0.8	-1.1	1.1	-9.7	-5.3
COC(=O)c1cc(-c2ccccc2)n(CC(=O)O)c1C	2.7	-2.0	-0.3	2.8	0.6	-0.2	2.0	-15.9	-17.9
CCN1C(c2ccccc2)C(C)C(=O)C(C)C1c1ccccc1 (stereo unspecified)	-0.7	-1.2	-4.7	-1.4	-0.4	-19.9	2.4	-0.9	-9.2
CC(C)N(CC#CCC1(O)c2ccccc2-c2ccccc21)CCO	3.8	2.3	0.6	0.9	-2.9	-10.2	-4.9	6.6	20.3
